# Screens: PubChem, several laboratories
# bIAP inhibitor: intestinal alkaline phosphatase (bovine) inhibition. inhibition, % at 20 µM. 190,000 tested, under 10 active. purified bovine IAP, CDP-star luminescence, 30 min;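 active = over 50% inhibition of intestinal alkaline phosphatase at 20 µM in the single-dose screen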
#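 Assay system: bovine IAP enzyme; medium: DEA buffer 100 mM, pH 9.8, with MgCl2 1.0 mM, ZnCl2 0.02 mM; doses: 20 µM single dose; incubation: enzyme reaction for 30 min at room temperature; detection: CDP-star luminescence signal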
# PMI act: phosphomannose isomerase (human) activation; 190,000 compounds, 0.005% hits; activation factor at 20 µM; AID 1214; P34949; purified human PMI, coupled resazurin fluorescence, 20 min; stronger effect = higher value; 1 = vehicle control, 0 substrate-free wells;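 active = activation factor of 2 or more at 20 µM, relative to plate controls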
# Target sequence (P34949 whole entry, looked up): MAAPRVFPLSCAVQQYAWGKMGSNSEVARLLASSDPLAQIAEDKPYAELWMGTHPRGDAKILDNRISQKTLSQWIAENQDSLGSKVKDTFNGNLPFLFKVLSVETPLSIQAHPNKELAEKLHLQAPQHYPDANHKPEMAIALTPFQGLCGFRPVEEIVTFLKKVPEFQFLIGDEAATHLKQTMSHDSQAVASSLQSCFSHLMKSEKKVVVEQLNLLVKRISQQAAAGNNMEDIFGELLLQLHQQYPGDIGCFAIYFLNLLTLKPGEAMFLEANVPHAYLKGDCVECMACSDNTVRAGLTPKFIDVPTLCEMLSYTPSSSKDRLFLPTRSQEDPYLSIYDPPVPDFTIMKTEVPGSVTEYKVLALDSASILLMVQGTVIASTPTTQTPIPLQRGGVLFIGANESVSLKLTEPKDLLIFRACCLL
# PMI act satM6P: PMI (human) activation, high substrate. coupled PMI enzyme assay, resazurin fluorescence, 20 min; stronger effect = higher value; 1 = untreated enzyme, 0 = substrate-free blank. P34949. activation factor at 20 µM. 190,000 compounds, 0.34% hits. AID 1216;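 active = activation factor of 2 or more at 20 µM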
#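 Test system: human PMI in coupled enzyme assay; Input: PMI at 15 ng/mL final; Medium: HEPES buffer, pH 7.4; Schedule: 20 min incubation at room temperature; Technique: resorufin fluorescence at Ex 544/Em 590 nm; Compound: 20 µM single dose; Probe or stimulus: Near-saturating mannose-6-phosphate, 1.0 mM.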
# Diaph act CS: activates diaphorase or chemically reduces, flagging diaphorase assay artifacts | Diaphorase/resazurin coupled assay, resorufin fluorescence, 16 min; stronger effect = higher value; 1 = vehicle wells, 0 = NADH-free wells | activation factor at 20 µM | 190,000 compounds, 0.005% hits | AID 1229;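 active = diaphorase activity raised at least twofold by the compound at 20 µM; inactive = activation factor below 2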
#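 Test system: Clostridium kluyveri diaphorase, purified enzyme; input: enzyme 0.07 U/mL final; buffer or medium: 50 mM HEPES pH 7.4 with 4.542 mM MgCl2, 0.005% Tween 20; also added: 0.114 mM NADH and 0.1 mM resazurin, final amounts; schedule: 16 min enzyme reaction, ambient temperature; technique: fluorescence of resorufin, 544 nm excitation, 590 nm emission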
# Diaph inh CS: diaphorase inhibition or chemical oxidation counter-screen; diaphorase resazurin-to-resorufin fluorescence, NADH, 16 min; bacterial (C. kluyveri) enzyme, not human; inhibition, % at 20 µM; 190,000 compounds, 0.69% hits;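 active = primary screen inhibition at 20 µM above a set limit, cut at about 50% in these data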;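 note: plate controls were DMSO with full reaction for no effect and wells lacking NADH for full effect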
#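 Assay system – diaphorase enzyme from Clostridium kluyveri · Amount – diaphorase 0.14 U/mL (working solution) · Times – reaction incubation of 16 min at room temperature · Controls – No-NADH positive control and DMSO neutral control · Signal – resorufin fluorescence 544/590 nm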
# bIAP activator: increases bovine intestinal alkaline phosphatase activity; purified bovine IAP, CDP-star luminescence, 30 min; stronger effect = higher value; fold of DMSO-control signal, blank-subtracted; activation factor at 20 µM; 200,000 compounds, 0.17% hits; AID 1016;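 active = activation factor of 2 or more at 20 µM, a signal rise over negative controls twice the positive control's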
# L major viab: reduces viability of Leishmania major promastigotes. resazurin fluorescence viability. inhibition, % at 10 µM. 200,000 compounds, 9% hits; in the data active = inhibition above about 50%;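 note: promastigotes grown with compound for 44 hours at 28 °C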
# TNAP inh hi DEA: TNAP (human) inhibition, high acceptor; 200,000 compounds, 0.03% hits; P05186; AID 1135; purified TNAP, CDP-star luminescence, 1 M DEA; inhibition, % at 20 µM;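 active = over 50% inhibition of tissue-nonspecific alkaline phosphatase at 20 µM in the single-dose screen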;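 note: plate controls were DMSO wells for no effect and EDTA-quenched wells as full inhibition for full effect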
# Target sequence (P05186 whole entry, looked up): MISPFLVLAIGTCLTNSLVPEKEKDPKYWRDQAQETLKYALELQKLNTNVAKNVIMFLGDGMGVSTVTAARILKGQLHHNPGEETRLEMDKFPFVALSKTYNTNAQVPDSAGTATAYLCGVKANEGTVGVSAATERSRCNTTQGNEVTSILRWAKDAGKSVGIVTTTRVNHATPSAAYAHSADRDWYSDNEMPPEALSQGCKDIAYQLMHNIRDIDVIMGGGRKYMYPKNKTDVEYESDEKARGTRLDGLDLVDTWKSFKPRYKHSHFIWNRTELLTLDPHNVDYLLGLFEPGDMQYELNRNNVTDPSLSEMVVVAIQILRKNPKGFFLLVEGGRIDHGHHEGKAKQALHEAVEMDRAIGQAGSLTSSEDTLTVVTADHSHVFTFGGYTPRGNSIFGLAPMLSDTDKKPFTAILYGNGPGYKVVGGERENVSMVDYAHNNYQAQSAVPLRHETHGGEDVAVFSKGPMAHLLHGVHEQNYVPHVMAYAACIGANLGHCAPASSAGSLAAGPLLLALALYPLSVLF
# TNAP act hi DEA: activators of human TNAP at high phosphate acceptor concentration; AID 1136; P05186; purified TNAP, CDP-star luminescence, 1 M DEA, 30 min; stronger effect = higher value; 0 = EDTA background, 1 = DMSO-only activity; 200,000 tested, under 10 active; activation factor at 20 µM;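 active = activation factor at least 2 at 20 µM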
#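 Assay system: human TNAP; Input: enzyme diluted 1/800 final; Reagent: CDP-star luminogenic substrate at 100 µM final; Timing: 30 min, room temperature; Signal: luminescence; Evaluation: TNAP activation factor scaled between EDTA and DMSO control wells.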
# TNAP inh no acc: TNAP (human) inhibition, acceptor-free conditions | P05186 | purified TNAP, CDP-star luminescence, 30 min | inhibition, % at 20 µM | 200,000 compounds, 0.26% hits | AID 1012;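 active = tissue-nonspecific alkaline phosphatase inhibition above about 50% at 20 µM in the single-dose screen, limit read from the data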;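 note: 0% = DMSO negative control and 100% = EDTA positive control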
# Active calls of the source: *.
no.	Molecule	bIAP inhibitor	PMI act	PMI act satM6P	Diaph act CS	Diaph inh CS	bIAP activator	L major viab	TNAP inh hi DEA	TNAP act hi DEA	TNAP inh no acc
1	O=C(c1ccccc1)N1CCN(C(=S)NCc2ccco2)CC1	-14	0.9	0.9	0.9	11	1.1	-6	2	1	2
2	O=C(NCc1ccc(OC(F)(F)F)cc1)C1CC(c2ccccc2[N+](=O)[O-])=NO1 (configuration not stated)	-1	1.1	1.1	1.1	-15	1	12	5	0.9	2
3	COc1ccc(C(=O)Nc2ccccc2C(=O)NC(Cc2ccc(O)cc2)C(=O)NNC(=O)c2ccccc2)cc1 (configuration not stated)	16	0.9	0.9	0.8	21	0.8	62*	3	1	-38
4	O=C1NC(=S)S/C1=C/c1ccc(N2CCOCC2)o1	-2	1.3	1.1	0.8	24	1	-6	4	1	-79
5	COCCNC(=O)/C(C#N)=C/c1ccc(-c2ccc(OC)cc2[N+](=O)[O-])o1	6	0.9	0.6	0.8	21	0.9	22	1	1	7
6	CCOC(=O)c1sc2ncnc(OC)c2c1C	-1	0.9	1	1	-1	1	-4	-6	1.1	-5
7	CCOC(=O)C1CCCN(C(=O)c2ccc(C)c([N+](=O)[O-])c2)C1 (configuration not stated)	2	0.9	0.9	0.9	15	1	-3	-1	1	-6
8	COc1ccc(NC(=O)NCc2ccccn2)cc1	7	1.1	1	1	5	0.9	-8	0	1	-5
9	Cc1nn2c(N)c(C#N)cnc2c1-c1ccc(Cl)cc1	-10	1	1	0.9	6	1.1	-5	-2	1	0
10	COc1cc(/C=C(\C#N)C(=O)Nc2ccc3ccccc3c2)c([N+](=O)[O-])cc1OC	8	0.5	0.3	0.6	39	0.9	-9	5	1	-14
11	Nc1nonc1C(=O)NCCc1ccccc1	12	1	1	0.9	9	0.9	-6	-1	1	-14
12	CN1C(=O)CSC1=NC12CC3CC(CC(C3)C1)C2	4	1	1	0.9	7	1	-2	-4	1	-19
13	O=C(CCCOc1ccccc1)Nc1cccc([N+](=O)[O-])c1	8	1	0.9	0.8	20	0.9	3	-4	1	-2
14	COc1ccccc1N(CC(=O)N/N=C/c1ccc(SC)cc1)S(C)(=O)=O	35	1	1	0.9	14	0.7	-1	-6	1.1	-8
15	Cc1ccc(SCCNC(=S)Nc2ccccc2)cc1	37	1	1.1	1	0	0.6	8	4	1	-3
16	CC(=O)Nc1ccc(NC(=O)CCCc2c[nH]c3ccccc23)cc1	-16	1	1	1.1	-6	1.2	-1	-2	1	-9
17	CCOc1cc(/C=N/NC(=O)COc2ccccc2C)ccc1OC(=O)c1cccs1	13	0.8	1	0.9	11	0.9	-3	-4	1	-4
18	O=[N+]([O-])c1ccc(Cl)cc1Sc1ccccn1	0	1	1	1	2	1	-4	-2	1	-10
19	COC(=O)c1cn(C)c2ccc(S(=O)(=O)N3CCOCC3)cc2c1=O	-1	1	1	0.9	6	1	-3	-5	1	-16
20	COc1ccc(OCc2nc(C#N)c(N3CCN(c4ccc(OC)cc4)CC3)o2)cc1	13	0.9	0.9	0.8	18	0.9	10	-1	1	-8
21	N#Cc1ccccc1Cn1c(=O)n(CCC(=O)NCc2ccco2)c(=O)c2ccccc21	-35	1.1	1.1	1	2	1.3	19	-4	1	-2
22	COc1ccc(OC)c(C2=NO[C@@H]3C(=O)N(c4cc(Cl)ccc4OC)C(=O)[C@H]23)c1	-5	0.9	0.9	0.9	8	1	-7	-2	1	-5
23	COc1ccc(-n2c(=O)cc(N3CCN(Cc4ccccc4)CC3)[nH]c2=O)cc1	16	1	0.9	0.8	15	0.8	-3	-2	1	-6
24	CCn1c(SCc2nc3ccccc3c(=O)[nH]2)nc2ccccc21	-15	1	1.1	1	4	1.1	22	-2	1	-10
25	Cc1ccccc1NC(=O)COC(=O)C1(C)CC1(Cl)Cl (configuration not stated)	8	1.1	1.1	1.1	-15	0.9	13	-1	1	-6
26	Cc1ccc(S(=O)(=O)Nc2ccccc2C=Nc2cccc(C)c2C)cc1	17	0.9	0.9	0.8	20	0.8	2	-2	1	-9
27	CSc1nnc2c3c4c(sc3c(=O)n(-c3ccccc3)n12)CC(C)(C)OC4	-4	0.9	0.9	0.9	10	1	10	-5	1	-9
28	CC(=O)c1cccc(NS(=O)(=O)c2c(C)n[nH]c2C)c1	7	0.9	1	1	3	0.9	-2	2	1	-2
29	CC(C)(C)C(=O)Oc1ccc2cc(-c3ccc4ccccc4n3)c(=O)oc2c1	16	0.9	1	0.9	14	0.8	-6	0	1	-18
30	CCc1ccc(NC(=O)C(=O)NCCN2CCN(C(=O)c3ccco3)CC2)cc1	12	1	0.9	0.9	13	0.9	11	-1	1	-9
31	CCOc1ccc(NC(=O)CN2CCN(CC(=O)c3ccc(OCC)cc3)CC2)cc1	-1	1.6	2*	1	-2	1	-2	0	1	-6
32	COC(=O)c1ccccc1Sc1c(/C=N/OC(=O)c2ccccc2)c(C(F)(F)F)nn1C	7	0.8	0.8	0.8	18	0.9	1	-3	1	-4
33	COC(=O)Cn1ncn2cccc2c1=O	1	1	0.9	0.9	15	1	2	-3	1	-8
34	O=C(CN1N=C(c2ccc(Cl)cc2)CCC1=O)NCc1cccs1	2	0.9	0.4	1	3	1	-4	-3	1	-6
35	O=C(CN(C1CCCCC1)S(=O)(=O)c1ccc(Cl)cc1)NCc1cccnc1	-7	0.9	0.9	0.8	24	1.1	11	-4	1	-8
36	CCOC(=O)c1c(C)n(C)c2ccc(OCC(O)CN3CCN(C)CC3)cc12 (configuration not stated)	-17	1	1	0.9	6	1.2	76*	-9	1.1	-13
37	C#CCOc1c(Cl)cc(/C=N/NC(N)=S)cc1OCC	-4	1.2	1.2	1	-1	1	20	-5	1.1	0
38	CC(C)(C)c1ccc(C(=O)NCC(=O)OCc2ccc([N+](=O)[O-])cc2)cc1	7	0.9	1	0.9	13	0.9	-6	4	1	-5
39	Cc1cc(NCc2ccccc2)nc2ccccc12	7	1	0.9	0.8	16	0.9	53*	-4	1	-11
40	CCOC(=O)c1cc(C#N)c(N2CCCC2)nc1-c1ccccc1	10	0.9	0.9	0.8	23	0.9	2	-7	1.1	-10
41	Cc1ccc(S(=O)(=O)C(C)C(=O)c2ccc3c(c2)OCCO3)cc1 (configuration not stated)	24	1	1	0.8	23	0.8	4	-7	1.1	-17
42	Cc1ccc(Sc2nc(C)cc(C)c2S(C)(=O)=O)cc1	3	0.9	1	1	0	1	1	0	1	-1
43	Cc1ccc(NC(=O)c2ccc([N+](=O)[O-])cc2Cl)nc1	2	0.8	0.8	0.8	15	1	-9	1	1	-13
44	Cn1c(=O)c2c(nc(SCCCC#N)n2Cc2ccccc2F)n(C)c1=O	9	1	1.1	1.1	-12	0.9	6	-4	1	13
45	O=C(Nc1nccs1)c1cn(-c2ccccc2)nc1-c1ccncc1	3	0.9	0.9	0.9	5	1	5	-1	1	-14
46	c1ccc(COCCN2CCN(CCOCc3ccccc3)CC2)cc1	6	0.9	1	1	4	0.9	95*	-4	1	-10
47	CCOC(=O)/C(=C\c1cn(C)c2ccccc12)[N+](=O)[O-]	9	1	1	0.9	8	0.9	33	1	1	20
48	O=C(Nc1ccccc1)NC(Cc1ccc(O)cc1)C(=O)O (configuration not stated)	-7	1	1	0.9	7	1.1	10	-7	1.1	-30
49	CCOC(=O)c1c(NC(=O)CCN2CCOCC2)sc2c1CC(C)(C)OC2	-10	1	1	1	-2	1.1	-5	-7	1.1	0
50	CCN(C(=O)c1cccc(Br)c1)c1ccccc1	-42	1.2	1.2	1.1	-12	1.4	2	7	0.9	-1
51	CCC(C)(C)c1nnc(NC(=O)c2ccc([N+](=O)[O-])cc2)s1	8	1	1	1	1	0.9	-2	1	1	-10
52	Cc1cc(CNC(=O)c2cc(-c3ccccc3)nc3ccccc23)nn1C	-2	1.1	1.1	1.1	-13	1	4	-7	1.1	-1
53	CCOC(=O)C(C)Sc1nc(-c2ccccc2)nc2ccc(F)cc12 (configuration not stated)	-2	1	0.9	0.9	9	1	-3	0	1	-4
54	CCCC(=O)c1cc2ccccc2oc1=O	9	1.1	1	0.9	7	0.9	-6	-2	1	1
55	Cc1cc(NC(=O)Nc2ccc(C)c(C)c2)no1	-12	0.9	1	0.9	7	1.1	2	0	1	-11
56	COC(=O)C1CCN(C(=O)CN2C(=O)NC(CCc3ccccc3)C2=O)CC1 (configuration not stated)	11	0.9	0.9	0.8	15	0.9	-5	-5	1.1	-12

# Brought forward from above: 4 entries, followed by the next part.
no.	Molecule	bIAP inhibitor	PMI act	PMI act satM6P	Diaph act CS	Diaph inh CS	bIAP activator	L major viab	TNAP inh hi DEA	TNAP act hi DEA	TNAP inh no acc
53	CCOC(=O)C(C)Sc1nc(-c2ccccc2)nc2ccc(F)cc12 (configuration not stated)	-2	1	0.9	0.9	9	1	-3	0	1	-4
54	CCCC(=O)c1cc2ccccc2oc1=O	9	1.1	1	0.9	7	0.9	-6	-2	1	1
55	Cc1cc(NC(=O)Nc2ccc(C)c(C)c2)no1	-12	0.9	1	0.9	7	1.1	2	0	1	-11
56	COC(=O)C1CCN(C(=O)CN2C(=O)NC(CCc3ccccc3)C2=O)CC1 (configuration not stated)	11	0.9	0.9	0.8	15	0.9	-5	-5	1.1	-12
57	CC1=NC(=O)C(N=Nc2cccc(C(=O)O)c2)N1c1ccccc1 (configuration not stated)	13	0.9	1	0.9	15	0.9	-4	7	0.9	3
58	CC(C)c1onc(C(=O)NCc2cccs2)c1[N+](=O)[O-]	-15	1.1	1.1	1	0	1.1	-2	-1	1	-4
59	CC(C)NC(=O)/C(=C/c1cn(-c2ccccc2)nc1-c1cccc([N+](=O)[O-])c1)NC(=O)c1ccccc1	-29	1	0.9	0.8	20	1.3	42	-4	1	-4
60	COc1ccc2c(c1)CCc1sc(NC(=O)c3ccco3)nc1-2	6	0.7	0.4	0.5	55*	0.9	12	-3	1	-16
61	COc1ccccc1NC(=S)NNC(=O)c1ccc(O)cc1	-25	1	0.9	0.9	7	1.2	12	2	1	36
62	COC(=O)c1c(C)oc2c1cc(NS(=O)(=O)c1cccs1)c1ccccc12	7	0.8	0.9	0.7	27	0.9	9	-7	1.1	-11
63	CN1CCN(NC(=O)c2cc([N+](=O)[O-])cc([N+](=O)[O-])c2)CC1	12	1	1	1	-3	0.9	12	-7	1.1	-5
